TDP1 inh = blocks human tyrosyl-DNA phosphodiesterase 1. Q9NUW8. recombinant TDP1, AlphaScreen DNA substrate cleavage. Potency, µM (titrated, usually from 130 µM), inactives show at the highest dose activity change, negative = inhibition, usual class: inhibitors. 350,000 compounds, 0.28% hits; also: nearly all actives have a fitted effect of over 40% in size
Target sequence (Q9NUW8 whole entry, looked up): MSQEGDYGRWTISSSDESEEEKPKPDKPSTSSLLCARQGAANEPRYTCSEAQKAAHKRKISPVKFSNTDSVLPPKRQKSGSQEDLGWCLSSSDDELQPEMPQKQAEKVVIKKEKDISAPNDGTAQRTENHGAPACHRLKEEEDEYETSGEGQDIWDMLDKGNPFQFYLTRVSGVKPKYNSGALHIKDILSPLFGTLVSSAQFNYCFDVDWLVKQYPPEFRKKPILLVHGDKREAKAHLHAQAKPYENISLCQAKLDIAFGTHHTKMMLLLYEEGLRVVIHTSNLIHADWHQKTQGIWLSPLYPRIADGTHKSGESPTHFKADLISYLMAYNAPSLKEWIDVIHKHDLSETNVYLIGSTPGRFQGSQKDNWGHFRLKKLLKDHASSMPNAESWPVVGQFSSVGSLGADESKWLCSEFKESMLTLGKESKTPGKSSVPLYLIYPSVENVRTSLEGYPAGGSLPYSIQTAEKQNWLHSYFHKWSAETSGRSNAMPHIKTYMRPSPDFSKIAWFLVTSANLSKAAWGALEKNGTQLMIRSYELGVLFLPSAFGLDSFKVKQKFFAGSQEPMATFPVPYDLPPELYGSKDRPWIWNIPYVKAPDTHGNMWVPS
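Signal: AlphaScreen proximity between streptavidin donor and anti-FITC acceptor beads on intact substrate. Reaction: Tdp1 1 nM, substrate 15 nM final, 5 min RT after 15 min compound preincubation.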
FEN1 inhibitor = human FEN1 inhibition; P39748; Recombinant FEN1 flap cleavage, fluorescence, 15 min; Potency, µM (titrated, usually from 114 µM), inactives show at the top dose activity change, negative = inhibition, hits mostly inhibitors; 390,000 compounds, 0.35% hits; AID 588795; also: nearly all actives have a fitted effect of over 65% in size
Target sequence (P39748 whole entry, looked up): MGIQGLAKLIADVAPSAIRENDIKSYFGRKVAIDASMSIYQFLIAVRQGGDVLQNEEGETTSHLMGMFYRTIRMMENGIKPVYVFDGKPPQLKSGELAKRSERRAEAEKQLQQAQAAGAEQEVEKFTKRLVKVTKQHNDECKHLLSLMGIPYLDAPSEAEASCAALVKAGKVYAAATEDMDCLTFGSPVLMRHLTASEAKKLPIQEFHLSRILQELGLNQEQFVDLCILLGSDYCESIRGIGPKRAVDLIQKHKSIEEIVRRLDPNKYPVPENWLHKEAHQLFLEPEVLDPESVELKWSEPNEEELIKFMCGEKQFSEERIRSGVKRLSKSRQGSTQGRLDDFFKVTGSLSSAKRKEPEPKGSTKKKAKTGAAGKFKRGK
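FEN1 at 10 nM, compound pretreatment for 15 min (room temperature), 50 nM final substrate to initiate; endpoint reads at 0 and 15 min; DMSO-only plates used as vehicle background.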
N370S GC mod = N370S glucocerebrosidase modulation, Gaucher chaperone candidate | Potency, µM (series often up to 59.4 µM), without a hit: top-dose activity change, negative = inhibition, most hits filed as inhibitors | 330,000 compounds, 0.092% hits | N370S GC spleen homogenate, 4MU-glucoside fluorescence | P04062;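 also: 0% = full enzyme activity and -100% = no enzyme basal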
* = called active by the depositor; ? = inconclusive; . = not tested or not shown; & = joins results of further samples; [ ] = remark or other dose. Calls follow the shape of the dose curve; as a rule, active = well fitted curve in the direction sought with a large enough effect; inconclusive = small, poorly fitted or top-dose-only effect, or another doubt; inactive = no such curve, though single readings can be large; an effect the other way counts as inactive or inconclusive. Unless noted, % is scaled to controls: 0 for no effect and ±100 for the full control effect; potency is read from the fitted curve at half-maximal effect.

TDP1 inh	mol	FEN1 inhibitor	N370S GC mod
0.6%	CCn1c(=O)c2ccccc2n(CC(=O)N2CCCc3ccccc32)c1=O	-8.8%	1.6%
.	Cc1c(C)c2c(OCC(=O)NCCCO)cc3c(c2oc1=O)CCC(C)(C)O3	-8.4%	?
5.6%	COC(=O)C1=C[C@@H](C(=O)OC)C2C3=C(C(=O)[C@@]2(C)NC(=O)c2ccccc2)[C@H](c2ccccc2)n2c(=O)n(-c4ccccc4)c(=O)n2[C@@H]3C1 (stereo partly specified)	-7.5%	-5.2%
3.1%	C1=Nc2c(Nc3ccccc3)ncnc2Oc2ccccc21	-11.7%	26.7%
-2.6%	CSC1=C(C#N)C(C)C2=C(CC(C)(C)CC2=O)N1 (stereo unspecified)	-5.1%	-4.2%
-0.1%	CC1CC(=O)Nc2ccccc2N1C(=O)Cn1cnc2ccccc2c1=O (stereo unspecified)	-2.3%	.
4.5%	Cc1cc(C)c(NC(=S)N2CCC(N(C)CC3CCCO3)CC2)c(C)c1 (stereo unspecified)	-1.4%	-8.0%
.	Cc1cccn2c(=O)nc(SCC(=O)N3CC(C)OC(C)C3)nc12 (stereo unspecified)	-11.6%	4.6%
1.9%	COc1ccc2nc(N3CCN(C(=O)c4ccc5ncsc5c4)CC3)sc2c1	0.1%	2.5%
.	COc1ccccc1C1CCN(Cc2ccc(C)cc2)CC1	-14.7%	-13.5%
3.8%	CCC(=O)N1COC[C@@H]1Cc1ccccc1	0.2%	-20.0%
2.6%	Cc1cccc2nc(-c3cccc(NC(=O)Cc4ccccc4)c3)cn12	-16.4%	-7.2%
-12.2%&9.8%	O=C1CN(/N=C/c2ccc(-c3ccc([N+](=O)[O-])cc3)o2)C(=O)N1	.	?
0.0%	CCCc1ccc(OC(=O)c2ccc(O)cc2Cl)cc1	-14.1%	-1.4%
6.2%	C=C(C)C(=O)/C=C/c1ccc(Br)cc1	.	7.2%
0.0%	C=C(C)CNC(=S)NNC(=O)CCn1c2ccc(Cl)cc2c2cc(Cl)ccc21	-10.0%	6.0%
2.6%	CC(=O)NC(=S)Nc1ccccc1N1CCN(C(=O)c2ccccc2)CC1	14.6%	-8.0%
1.1%	CC1CCc2c(sc(NC(=O)C3c4ccccc4Oc4ccccc43)c2C(=O)OC(C)C)C1 (stereo unspecified)	-7.9%	.
1.0%	CCOC(=O)c1ccc(NC(=O)C2CCCO2)cc1 (stereo unspecified)	12.5%	3.2%
0.0%	CC(=O)c1cc2c(cc1NC(=O)c1c(-c3ccccc3)noc1C)OCO2	-8.2%	6.5%
2.7%	O=C(CN(C(=O)CNC(=O)c1ccco1)c1ccccc1F)NC1CCCCC1	2.0%	-7.4%
-9.2%	C=CCNC(=O)C(=O)NCC(c1ccc2c(c1)OCO2)N1CCOCC1 (stereo unspecified)	20.2%	-20.7%
.	S=c1[nH]nc(COc2ccccc2)n1/N=C/c1ccc(Br)cc1	15.5%	-5.0%
5.6%	Cc1ccc(-n2c(SCC(=O)NCC3CCCO3)nc3n[nH]c(C)c3c2=N)cc1Cl (stereo unspecified)	-16.3%	0.7%
1.2%	Cc1ccc(S(=O)(=O)NN2C(=O)c3ccccc3NC2c2cccc(O)c2)cc1 (stereo unspecified)	-15.9%	1.5%
-3.5%	Cc1ccc(OCCC(=O)OCC(=O)N2CCN(S(=O)(=O)c3ccc(C)cc3C)CC2)cc1	-11.9%	-14.2%
-2.5%	Cc1nnc(C)c2c(C)n(-c3ccc4ncccc4c3)c(C)c12	7.8%	-5.9%
2.6%	COc1cc(-c2cc(C(=O)Nc3ccccc3N3CCOCC3)c3ccccc3n2)cc(OC)c1OC	-0.1%	8.5%
-0.6%	Nc1ncnc(Sc2ccccc2)c1[N+](=O)[O-]	-4.2%	10.0%
-3.9%	Cc1cc(C)cc(NC(=O)CCc2nnc3n(CC(C)C)c(=O)c4ccccc4n23)c1	18.0%	.
0.4%	CCOC(=O)c1ccn(CSc2c(F)c(F)cc(F)c2F)n1	-4.5%	.
3.3%	COc1cccc(CN(C(=O)c2cccs2)C2CCS(=O)(=O)C2)c1 (stereo unspecified)	0.0%	1.1%
5.8%	COc1cc(/C=C(\C#N)c2nc3ccccc3n2C)cc(OC)c1O	-7.6%	-8.0%
0.0%	CC(Sc1ccccc1)C(=O)N(CCC#N)Cc1cccnc1 (stereo unspecified)	5.0%	6.0%
1.8%	COC(=O)c1sccc1-c1ccc(C(N)=O)o1	.	-6.5%
6.7%	CCCOc1c(OC)cccc1C1CC(=O)Nc2cc3c(cc21)OCCO3 (stereo unspecified)	-7.1%	19.9%
2.5%	Cc1cccc(CCNC(=O)CCc2c(C)nc3c4c(C)cc(C)nc4nn3c2C)c1	-7.0%	.
-8.6%	CCN(CC(=O)Nc1c(F)cccc1F)C(=O)c1ccc(-c2ccccc2)cc1	1.9%	-4.4%
4.6%	CCn1cc(/C=N/NS(=O)(=O)c2ccc(OC)cc2)c(C)n1	8.9%	4.3%
.	Cc1ccc(C2Nc3cccc4cccc(c34)N2)cc1	1.0%	-9.5%
-4.4%	COc1cc2nc(-c3ccc(Br)o3)oc(=O)c2cc1OC	-6.9%	4.0%
2.3%	CCOC(=O)C1CCN(CC(O)COC(CC)c2ccccc2)CC1 (stereo unspecified)	6.2%	-4.9%
5.0%	Cc1ccc2c(CN3CCN(CCO)CC3)cc(=O)oc2c1	-8.8%	-9.6%
4.2%	Cc1ccc(CNC(=O)C2CCN(S(=O)(=O)c3ccc4c(c3)OCCCO4)CC2)cc1	-7.7%	-8.3%
-4.4%	O=C(Cc1ccc(F)cc1)NCc1ccc2c(c1)CCN2C(=O)c1ccc(F)cc1	-2.4%	.
.	COc1ccc(N2CCN(S(=O)(=O)c3cc4c(cc3C)N(C(C)=O)CCO4)CC2)cc1	18.4%	-2.6%
3.7%	Cc1ccc(CSc2nc3cccnc3n2Cc2ccc(C(=O)NCc3cccs3)cc2)cc1	-2.3%	.
.	Cc1ccccc1-c1nc2cc(Cl)ccc2c(=O)o1	-0.1%	6.8%
2.8%	Cn1c(CNC(=O)OC(C)(C)C)n[nH]c1=S	-2.4%	7.7%
-2.6%	COc1ccc(NC(=O)c2ccc(-c3ccccc3)cc2)cc1S(=O)(=O)N1CCOCC1	-3.1%	7.2%
7.6%	COc1ccc(C)cc1NC(=O)N1CCC(CO)(CC2CCCCO2)CC1 (stereo unspecified)	0.5%	5.7%
.	CC(C)CNC(=S)N(CCCO)Cc1cc2cc3c(cc2[nH]c1=O)OCCO3	-6.1%	8.6%
9.3%	Cc1cccc(NC(=O)c2cc3c(n(-c4ccccc4)c2=O)CCCC3=O)n1	2.3%	6.5%
5.2%	C/C(Cl)=C\Cn1c(NCCCn2ccnc2)nc2c1c(=O)n(C)c(=O)n2C	8.4%	2.7%
1.2%	O=c1oc(CCCO)cc2ccc(C#Cc3ccsc3)cc12	5.6%	.
2.2%	COc1ccc(OC)c(S(=O)(=O)Nc2cnc3ccccc3c2)c1	-0.5%	6.6%
.	O=C(NC(=O)N1CCCC1)c1csnn1	2.4%	5.5%
-2.6%	CCc1ccc(NC(=S)N2CCN(c3cccc(OC)c3)CC2)cc1	-7.2%	-0.8%
3.1%[0.0935 µM]	Cc1ccc(S(=O)(=O)N2CCC(C(=O)NC3CC3)CC2)cc1	-26.6%	-2.2%
-1.6%	O=C(O)/C=C\C(=O)Nc1ccccc1C(=O)N1CCN(c2ccc(Cl)cc2)CC1	7.0%	-4.5%

Later entries:
TDP1 inh	mol	FEN1 inhibitor	N370S GC mod
.	O=C(OCC(=O)N(CCc1ccccc1)Cc1ccccc1)c1cc(S(=O)(=O)N2CCOCC2)ccc1F	1.8%	-2.1%
0.0%	CC1(C)Cc2ccccc2C(NN=C2CCCC2)=N1	2.1%	-4.0%
5.1%	Cc1nc(NCCc2ccccc2)sc1C(=O)N(C)C	-1.2%	3.0%
6.0%	Cc1ccc(F)cc1NC(=O)C1C2CCC(O2)C1C(=O)O (stereo unspecified)	-9.0%	0.7%
2.0%	Cc1ccc(S(=O)(=O)CC(O)CN2CCCC2=O)cc1 (stereo unspecified)	2.7%	-8.2%
1.7%	COc1ccc(NS(=O)(=O)c2ccc(C)c(C(=O)OC(C)C(=O)N3CCOCC3)c2)cc1 (stereo unspecified)	-6.3%	-8.9%
.	CN(C)CCCNc1ncnc2c1cnn2Cc1ccccc1Cl	-11.3%	-7.6%
2.6%	O=C(CCc1nc(-c2cccs2)no1)Nc1cccc([N+](=O)[O-])c1	6.3%	.
6.2%	c1ccc2c(CSCc3nc4ccccc4[nH]3)cccc2c1	6.5%	13.6%
4.6%[56.1 µM]	CCCNC(=O)NC(=O)CSc1nc2ccccc2c(=O)n1Cc1ccncc1	-4.3%	-12.7%
5.8%	O=C(Nc1nccs1)c1ccc(COc2ccccc2Cl)o1	-14.3%	15.3%
0.9%	CCN(CC)S(=O)(=O)c1ccc(N2CCN(S(=O)(=O)c3ccccc3)CC2)nc1	8.2%	-1.9%
0.0%	CCOc1ccc(NC(=O)NC(=O)N(C(C)C)S(C)(=O)=O)cc1	-4.9%	-2.6%
2.4%	N#Cc1ccccc1/C=C/C(=O)N1CCOCC1	-1.9%	0.8%
2.5%	COc1cccc(C2N(c3ccccc3)CCN2c2ccccc2)c1OC	-4.1%	1.3%
5.2%	CCN(CC)c1ccc(NC(=O)c2cc(S(=O)(=O)N3CCc4ccccc43)cn2C)c(C)c1	-2.6%	.
-0.6%	O=C(C[C@H]1C/C=C\C[C@@H](Cc2ccc(F)cc2)C(=O)OC[C@H]2CCCN2C1=O)N[C@H](CO)Cc1ccccc1	1.7%	.
9.5%	COc1ccc(NC(=O)C/C(C)=N/NC(=O)c2cccs2)c([N+](=O)[O-])c1	-3.8%	1.1%
4.7%	COc1cccc(N2CCN(c3c(C#N)c(C(F)(F)F)nn3C)CC2)c1	-11.2%	-3.9%
.	CCOc1ccc2[nH]cc(C(=O)NCc3ccc(F)cc3)c(=O)c2c1	14.0%	-10.7%
.	Cc1ccccc1NS(=O)(=O)c1cccc2nsnc12	7.5%	4.3%
2.3%	COc1ccc2oc(C(=O)NC3CCCCC3)c(C)c2c1	6.2%	-0.2%
0.0%	COc1ccc(Cl)cc1NC(=O)CSc1nc(-c2ccccc2)c2ccccc2n1	13.2%	.
5.3%	COC(=O)[C@H](C)NC(=O)Nc1ccc(Oc2ccccc2)cc1	0.4%	-11.5%
5.1%	COc1cccc2c1OC1(C)CC2NC(=O)N1c1cccc(C(=O)N2CCN(c3ccccn3)CC2)c1 (stereo unspecified)	8.5%	-23.3%
0.0%	COc1ccc(C2COC(=O)C2=N)c(NC(=O)c2ccccc2)c1 (stereo unspecified)	-2.6%	1.4%
.	COc1ccc(OC)c(Nc2nc(NCc3ccco3)c3ccccc3n2)c1	?	?
2.0%	COc1ccc(CN2CCN(CC3CC3)CC2CCO)c(C)c1C (stereo unspecified)	-2.1%	-1.3%
1.1%	O=C(CSc1nnc(-c2ccc(Cl)cc2)n1-c1ccc(Cl)cc1)N/N=C/c1ccco1	-0.9%	13.8%
5.1%	CCOC(=O)Cc1csc(NC(=O)NC2(C(F)(F)F)Oc3ccccc3O2)n1	13.9%	-8.3%

Part of the list above, reformatted.
Values run as follows: TDP1 inh | FEN1 inhibitor | N370S GC mod
- CC1(C)Cc2ccccc2C(NN=C2CCCC2)=N1
 : 0.0% | 2.1% | -4.0%
- O=C(OCC(=O)N(CCc1ccccc1)Cc1ccccc1)c1cc(S(=O)(=O)N2CCOCC2)ccc1F
 : . | 1.8% | -2.1%
- CCOC(=O)Cc1csc(NC(=O)NC2(C(F)(F)F)Oc3ccccc3O2)n1
 : 5.1% | 13.9% | -8.3%
- N#Cc1ccccc1/C=C/C(=O)N1CCOCC1
 : 2.4% | -1.9% | 0.8%
- Cc1ccc(S(=O)(=O)CC(O)CN2CCCC2=O)cc1 (stereo unspecified)
 : 2.0% | 2.7% | -8.2%
- O=C(CSc1nnc(-c2ccc(Cl)cc2)n1-c1ccc(Cl)cc1)N/N=C/c1ccco1
 : 1.1% | -0.9% | 13.8%
- c1ccc2c(CSCc3nc4ccccc4[nH]3)cccc2c1
 : 6.2% | 6.5% | 13.6%

Going on with the list:
TDP1 inh	mol	FEN1 inhibitor	N370S GC mod
1.4%	C=CCN1C(=O)C(Cc2ccc(OCC)cc2)S/C1=N\N=C\c1cccs1 (stereo unspecified)	5.7%	3.5%
5.7%	COc1ccc(C2=Nn3c(nc4sc(C(=O)Nc5cccc(C)c5)c(C)c4c3=O)SC2)cc1	2.7%	.
.	O=C(Nc1ccc2oc(-c3ccccc3F)nc2c1)c1ccccc1F	-2.4%	6.5%
7.8%	COc1cc(OC)cc(C(=O)NC(=S)N2CCN(c3ccc(C(F)(F)F)cc3[N+](=O)[O-])CC2)c1	-7.0%	-29.5%
2.5%	Cc1ccc(C(=O)Nc2ccc(C(=O)N3CCCCC3)cc2)cc1	17.3%	8.7%
0.0%	CCC(=O)Nc1ccc(C(=O)Cn2ncc(Cl)c(Cl)c2=O)cc1	15.9%	9.8%
-2.5%	Cc1ccc(Cl)cc1N1CCN(C(=O)Cn2ncc3c4ccccc4n(C)c3c2=O)CC1	-20.9%	.
0.0%	COc1ccccc1N1CCN(C(c2ccccc2Cl)c2nnnn2C(C)(C)C)CC1 (stereo unspecified)	3.6%	-7.7%
